# From PubChem
# Casp6 inh: human caspase-6 inhibitors, primary screen, biochemical, VEID-R110 fluorescence, single point, set 2. P55212. purified caspase-6, Z-VEID-R110 cleavage fluorescence. inhibition, % at 12.5 µM. 0.53% of 350,000 active. AID 686996, 2013;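 active means mean inhibition across replicates at least about 35%, with every replicate also reaching that limit, limit read from the data; inconclusive means only one of the two criteria met; inactive means neither criterion met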;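 further: 0% = median of neutral control wells and 100% = no fluorescence left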
# Target sequence (P55212 24-179 limits assumed): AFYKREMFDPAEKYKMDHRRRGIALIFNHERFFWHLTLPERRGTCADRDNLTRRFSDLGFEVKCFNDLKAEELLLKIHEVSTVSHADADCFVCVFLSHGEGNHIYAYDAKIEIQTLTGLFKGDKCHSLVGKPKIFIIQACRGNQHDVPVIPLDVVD
# Target sequence (P55212 194-293 limits assumed): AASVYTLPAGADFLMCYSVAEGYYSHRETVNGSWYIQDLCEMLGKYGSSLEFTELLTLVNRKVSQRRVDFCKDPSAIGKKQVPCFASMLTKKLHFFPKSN
# EWS-Fli inh: EWS/Fli-driven NR0B1 reporter inhibitors, primary screen, A673 cells, NR0B1 luciferase, luminescence, MLPCN library. 0.67% of 350,000 active. AID 651661, 2012. viability-normalised. inhibition, % at 12.6 µM;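 active means mean inhibition of at least 50% after viability correction, with every replicate also passing that limit; inconclusive means mean reaches 50% but only one of two replicates passes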;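 further: firefly luciferase signal divided by Alamar Blue viability fluorescence both relative to DMSO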
# LGR2 antag: inhibitors of bursicon-induced LGR2 CRE-luciferase signal, primary screen, cell-based, HEK293, CRE-luciferase reporter, bursicon stimulation; bursicon-stimulated, 4 h; 0.35% of 380,000 active; AID 720647, 2013; inhibition, % at 9.99 µM; Drosophila bursicon receptor LGR2 (rickets);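 active means drop in luminescence signal, shown as inhibition above about 50% in the replicate tests, limit read from the data, passing the limit was not always enough; inconclusive means probably only some replicates passing the limit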;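 further: agonist challenge used bursicon conditioned medium at about half maximal strength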
# FN deposit inh: inhibitors of fibronectin matrix deposition, primary screen, AH1F cells, Alexa488-fibronectin fluorescence, plate reader; AH1F fibroblasts, overnight; inhibition, % at 12.6 µM; 0.086% of 350,000 active;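 active means mean inhibition across replicates of 30% or more, regardless of how many single replicates reach that level; inconclusive means mean under 30% yet at least half of replicates reach 30%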;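 further: positive control wells lacked labelled fibronectin entirely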
#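 Schedule: 1 h cell adhesion before compound, then overnight fibronectin incubation; test system: AH1F fibroblast monolayer depositing Alexa488-labelled fibronectin into matrix; quantity: 10000 AH1F cells per well; probe or stimulus: fluorescent fibronectin at 24 nM final; signal: fluorescence, ex 485 nm, em 525 nm; evaluation: percent inhibition as loss of matrix-bound fibronectin fluorescence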
# miR122 inh: miR-122 Renilla sensor signal increase in Huh7, primary screen, miR-122 inhibitor project, cell-based, single point, plate reader | Huh7 miR-122 Renilla luciferase sensor, 48 h; neutral wells = 0, positive control = 100 | activation (reporter increase), % at 12.5 µM | 0.3% of 340,000 active;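 active means mean replicate activation score at least 90 and every replicate individually at or above 90; inconclusive means only one of the two criteria met; inactive means neither criterion met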;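 further: higher luciferase means less miR-122 activity so hits act as miR-122 inhibitors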
# Cneo AK release: Cryptococcus neoformans cell lysis inducers, primary screen, AK release luminescence, single concentration; lysis activity, % at 15 µM; C. neoformans lysis, adenylate kinase release luminescence, 4 h; normalised: neutral wells 0, clomiphene wells 100; 0.2% of 360,000 active; AID 651654, 2012;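 active means mean lysis activity across replicates of at least 80%, whatever share of replicates individually reach that level; inactive means mean lysis activity below 80%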
#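 Test system: log-phase Cryptococcus neoformans yeast cells. Input: 5 × 10^6 yeast cells/mL. Medium: fresh YPD growth medium. Doses: single dose. Incubation: static 4 h at 37 °C with compound, 1 h detection. Measured by: luminescent adenylate kinase detection reagent. Read-out: signal increase indicating cell lysis. Benchmarks: Clomiphene.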
# PGC1a acetyl inh: inhibitors of PGC1a acetylation signal, primary screen, cell-based, U2OS, AlphaScreen, inhibitor mode | AlphaScreen anti-acetyl-lysine; with virally co-expressed GCN5 acetyltransferase | inhibition, % at 15.6 µM | 0.17% of 350,000 active | AID 651687, 2012;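 active means every replicate shows inhibition of at least 40%; inconclusive means mean inhibition at least 40% but some replicate below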;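 further: 0% = neutral control wells and 100% = positive control wells; some results beyond the cut were filed as inactive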
# PAX8 inh HTS: inhibitors of PAX8-driven TPO luciferase reporter, primary screen, RMG-I cells, single concentration. SteadyGlo, 24 h. AID 652154, 2013. inhibition, % at 12.6 µM. 1.2% of 360,000 active;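 active means mean replicate inhibition at least 60% with every replicate also reaching 60%; inconclusive means only one of the two criteria is met; inactive means mean below 60% and not all replicates reaching 60%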;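 further: luciferase light reporting Pax8 driven TPO promoter activity; plate controls were median of neutral control wells for no effect and mitoxantrone controls for full effect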
# * = called active by the depositor; ? = inconclusive; . = no result given; & = joins results of further samples; [ ] = remark or other dose.
1. O=C1C2C3C=CC(C4CC34)C2C(=O)N1/N=C/c1ccc(-c2ccc([N+](=O)[O-])cc2)o1 (centres undefined)
2. Cc1cccc(C(=O)N2CCN(Cc3nc4sc5c(c4c(=O)[nH]3)CCCC5)CC2)c1
3. CSc1cccc(NC(=O)CN(C)S(=O)(=O)c2ccccc2)c1
4. CCC(C)C(NC(=O)C1CCC(C)CC1)C(=O)NCCc1ccc(S(N)(=O)=O)cc1 (centres undefined)
5. Cc1c(C(=O)N2CCCc3ccccc32)oc2ccc(S(=O)(=O)N3CCOCC3)cc12
6. C=CCOc1ccc(/C=C(\C#N)C(=O)Nc2ccccn2)cc1OC
compound no.	1	2	3	4	5	6
Casp6 inh	-2	9	2	3	9	0
EWS-Fli inh	4	18	-18	-2	14	0
LGR2 antag	-10	2	-12	-10	12	7
FN deposit inh	5&2	6	.	5	.	4
miR122 inh	.	.	4	-2	-8	-2
Cneo AK release	9	2	2	6	2	0
PGC1a acetyl inh	4	.	-34	10	8	-26
PAX8 inh HTS	-1	4	.	-2	.	-7

# Molecules above that contain nitrogen in an aromatic ring, in the order listed:
2. Cc1cccc(C(=O)N2CCN(Cc3nc4sc5c(c4c(=O)[nH]3)CCCC5)CC2)c1
6. C=CCOc1ccc(/C=C(\C#N)C(=O)Nc2ccccn2)cc1OC
compound no.	2	6
Casp6 inh	9	0
EWS-Fli inh	18	0
LGR2 antag	2	7
FN deposit inh	6	4
miR122 inh	.	-2
Cneo AK release	2	0
PGC1a acetyl inh	.	-26
PAX8 inh HTS	4	-7

# Other entries
7. CC(C)NC(=O)Nc1ccc2c(c1)C(=O)N(C)[C@@H]1CC[C@H](CC(=O)Nc3ccccc3)O[C@H]1CO2
8. COc1ccc(-c2cnc3c(c2)C(=O)N([C@H](C)CO)C[C@H](C)[C@@H](CN(C)Cc2ccccc2)O3)cc1
9. C[C@@H]1CN([C@H](C)CO)C(=O)c2cccc(NS(C)(=O)=O)c2O[C@H]1CN(C)Cc1ccncc1
10. C[C@@H]1CN([C@@H](C)CO)C(=O)c2cc(C#CCN(C)C)cnc2O[C@H]1CN(C)Cc1ccccc1
11. CCCC#Cc1ccc([C@@H]2[C@@H](CO)N3CCCCN(S(=O)(=O)Cc4ccccc4)C[C@@H]23)cc1
12. Cc1ccccc1NC(=O)Cc1cccs1
compound no.	7	8	9	10	11	12
Casp6 inh	-1	-1	-1	0	0	8
EWS-Fli inh	-6	9	11	3	-5	8
LGR2 antag	-1	4	16	10	8	-10
FN deposit inh	-1	1	.	0	.	-8
miR122 inh	1[16.7 µM]	-5[16.7 µM]	-1[16.7 µM]	3[16.7 µM]	-11[16.7 µM]	.
Cneo AK release	-1	-2	-6	4	0	1
PGC1a acetyl inh	4	-1	-2	-7	-4	.
PAX8 inh HTS	6	.	-15	.	-8	-3

13. CCCCOC(=O)Nc1nnc(CC(=O)NCc2ccccc2)s1
14. O=C(N[C@@H]1CC[C@@H](CCn2cc(C3CCCCC3)nn2)O[C@@H]1CO)c1cccnc1
15. N#C/C(=C(/O)CSc1nnc(Cc2cccs2)n1C1CCCCC1)c1nc2ccccc2[nH]1
16. Cc1nc2ccccc2c(=O)n1NC(=O)C1CC1
17. Cc1ccc(-c2ccc3c(c2)O[C@H](CN(C)Cc2ccccc2)[C@H](C)CN([C@H](C)CO)S3(=O)=O)cc1
18. Cc1cccc(C(C(=O)NC2CCCCC2)N(Cc2cccnc2)C(=O)c2csnn2)c1 (centres undefined)
compound no.	13	14	15	16	17	18
Casp6 inh	0	2	.	1	2	-1
EWS-Fli inh	6	-10	.	-7	11	8
LGR2 antag	-6	-14	.	-7	9	-1
FN deposit inh	0	-14	-4	-16	-19	-7
miR122 inh	-2	.	0	3	1[16.7 µM]	.
Cneo AK release	1	-2	3	1	-10	0
PGC1a acetyl inh	-17	-3	5	.	-18	.
PAX8 inh HTS	25	-14	33	-4	.	-13

19. Cc1c(C(=O)c2ccc(F)cc2)c2ccccn2c1CCc1ccccn1
20. O=S(=O)(c1ccc2ccccc2c1)N1CCCCCC1
21. Cc1ccccc1Nc1nc(N)nc(COC(=O)c2c(C)noc2C)n1
22. CC1(NC(=O)C2CCN(C(=O)Nc3ccccc3)CC2)CCS(=O)(=O)C1 (centres undefined)
23. COc1ccc(N=Cc2c(O)cc(C)oc2=O)cc1
24. FC(F)(F)c1cccc(-c2nc(COc3ccc(Cl)cc3Cl)no2)c1
compound no.	19	20	21	22	23	24
Casp6 inh	-9	-2	-2	0	1	-1
EWS-Fli inh	4	6	1	-1	6	-1
LGR2 antag	13	7	12	1	-10	-33
FN deposit inh	9	7	5	4	4	4
miR122 inh	.	24	3	-3	6	.
Cneo AK release	.	.	2	1	-16	.
PGC1a acetyl inh	-13	-20	5	-12	27	-4
PAX8 inh HTS	8	7	-3	7	-1	-11

# In a second layout: entries from further up
# Every second line gives: Casp6 inh	EWS-Fli inh	LGR2 antag	FN deposit inh	miR122 inh	Cneo AK release	PGC1a acetyl inh	PAX8 inh HTS
22: CC1(NC(=O)C2CCN(C(=O)Nc3ccccc3)CC2)CCS(=O)(=O)C1 (centres undefined)
    0	-1	1	4	-3	1	-12	7
23: COc1ccc(N=Cc2c(O)cc(C)oc2=O)cc1
    1	6	-10	4	6	-16	27	-1
19: Cc1c(C(=O)c2ccc(F)cc2)c2ccccn2c1CCc1ccccn1
    -9	4	13	9	.	.	-13	8
21: Cc1ccccc1Nc1nc(N)nc(COC(=O)c2c(C)noc2C)n1
    -2	1	12	5	3	2	5	-3
24: FC(F)(F)c1cccc(-c2nc(COc3ccc(Cl)cc3Cl)no2)c1
    -1	-1	-33	4	.	.	-4	-11

# Next compounds
25. COc1cccc(CC(NC(C)=O)C(=O)NC2CCN(c3nc(C)cc(C)c3C#N)CC2)c1 (centres undefined)
26. O=C1[C@H](Cc2ccccc2)NCC=CC[C@@H](c2ccc(Cl)cc2)N1Cc1ccc(Cl)cc1
27. CN(CCCNC(=O)Cn1cccc1C(=O)c1ccccc1)C1CCCCC1
28. C[C@@H]1CN([C@H](C)CO)S(=O)(=O)c2ccc(-c3cccnc3)cc2O[C@H]1CN(C)CC1CCOCC1
29. Cc1ccc(S(=O)(=O)N(C)C[C@@H]2Oc3ccc(NS(=O)(=O)c4ccc(Cl)cc4)cc3C(=O)N([C@H](C)CO)C[C@H]2C)cc1
30. CCOC(=O)c1nn(-c2ccc(F)cc2)c(=O)cc1OCC(=O)N1CCN(c2ccccc2)CC1
compound no.	25	26	27	28	29	30
Casp6 inh	.	3	-10	-3	-2	0
EWS-Fli inh	.	1	-11	1	-6	1
LGR2 antag	.	20	-13	15	11	9
FN deposit inh	-4	-3	-12	.	.	4
miR122 inh	-2	.	.	7[16.7 µM]	-2[16.7 µM]	2
Cneo AK release	-1	19	.	7	.	6
PGC1a acetyl inh	-3	.	.	-12	-1	.
PAX8 inh HTS	25	-7	8	7	.	0

# Compounds above that have a furan ring, fused or not, in the order listed:
1. O=C1C2C3C=CC(C4CC34)C2C(=O)N1/N=C/c1ccc(-c2ccc([N+](=O)[O-])cc2)o1 (centres undefined)
5. Cc1c(C(=O)N2CCCc3ccccc32)oc2ccc(S(=O)(=O)N3CCOCC3)cc12
compound no.	1	5
Casp6 inh	-2	9
EWS-Fli inh	4	14
LGR2 antag	-10	12
FN deposit inh	5&2	.
miR122 inh	.	-8
Cneo AK release	9	2
PGC1a acetyl inh	4	8
PAX8 inh HTS	-1	.

# Continuation:
31. CC(OC(=O)c1ccc(Cl)c(S(N)(=O)=O)c1)C(=O)NCC1CCCCC1 (centres undefined)
32. CN(C)CC(=O)N1CCc2ccccc2C1
33. CCN(CC(=O)Nc1c(F)cccc1F)C(=O)c1cc2ccccc2oc1=O
34. CCCCc1nnc(NC(=O)C2CC(=O)N(Cc3ccccc3)C2)s1 (centres undefined)
35. CCNC(=O)CSc1nc2cc([N+](=O)[O-])ccc2n1-c1cccc(C(F)(F)F)c1
36. O=c1c(-c2ccccc2)c(-c2ccccc2)oc2cc(O)cc(O)c12
compound no.	31	32	33	34	35	36
Casp6 inh	3	-1	33	1	.	-1
EWS-Fli inh	2	-3	-21	6	.	-5
LGR2 antag	0	25	8	-7	-10	22
FN deposit inh	3	.	-12	-2	.	2
miR122 inh	.	.	0	-3	2	.
Cneo AK release	-3	.	-1	2	-2	-5
PGC1a acetyl inh	0	-1	-4	-1	0	-2
PAX8 inh HTS	3	8	-4	11	.	-12

37. O=C(O)CCc1ccc(-c2ccc(F)cc2)n1Cc1ccco1
38. O=C1c2ccccc2C(=Cc2cccnc2)c2ccccc21
39. Nc1c(S(=O)(=O)c2ccccc2)c2nc3ccccc3nc2n1Cc1ccco1
40. CC(C)C(=O)Nc1cccc(S(=O)(=O)NC2=NCCC2)c1
41. CCOc1ccccc1-n1nnnc1SCc1nc2ccccc2s1
42. O=C(Nc1ccccc1)c1cc(C2COCCN2C(=O)c2ccccn2)on1 (centres undefined)
compound no.	37	38	39	40	41	42
Casp6 inh	.	7	4	-4	.	0
EWS-Fli inh	.	-23	.	-18	.	-2
LGR2 antag	0	.	16	0	-70	12
FN deposit inh	2	-5	-2	-8	.	16
miR122 inh	.	.	84	-1	68	-6
Cneo AK release	4	-1	.	1	-1	2
PGC1a acetyl inh	1	10	-3	.	-22	7
PAX8 inh HTS	.	10	32	-26	.	-6

# Along the list, as entered above:
# Entries 18 to 24 in LGR2 antag read -1, 13, 7, 12, 1, -10, -33

# The results go on:
43. Cc1noc(C)c1NC(=O)Nc1ccc2c(c1)C(=O)N([C@H](C)CO)C[C@H](C)[C@@H](CN(C)Cc1ccc(Cl)c(Cl)c1)OCCCC[C@@H](C)O2
44. O=C(O)C1CC(=O)N(Cc2ccc(F)cc2)C1 (centres undefined)
45. Cc1onc(-c2c(F)cccc2Cl)c1C(=O)OCC(=O)NC1CC1
46. COC(=O)c1ccc(N/C(=N/S(=O)(=O)c2ccccc2)c2ccccc2)cc1
47. COc1ccc(CN2C(=O)CCC2(C)C(=O)NCc2cccnc2)c(OC)c1 (centres undefined)
48. C[C@H](CO)N1C[C@H](C)[C@H](CN(C)C(=O)Nc2ccc3c(c2)OCO3)Oc2c(NC(=O)C3CC3)cccc2C1=O
compound no.	43	44	45	46	47	48
Casp6 inh	-1	.	-2	1	.	3
EWS-Fli inh	?	.	1	-1	.	7
LGR2 antag	-4	-12	-2	-20	.	-4
FN deposit inh	.	.	-8	10	.	.
miR122 inh	-4[16.7 µM]	1	.	.	-2	-3[16.7 µM]
Cneo AK release	-1	2	.	.	1	-2
PGC1a acetyl inh	-2	-8	.	.	-11	3
PAX8 inh HTS	-17	.	-15	8	-6	.

# The order is random; 2.5% or so of the library scored in one or more.
